Screening data (PubChem)
hcGAS lum = Primary biochemical luminescence assay for human cyclic GMP-AMP synthase inhibitors; recombinant h-cGAS, ATP depletion, Kinase-Glo luminescence; inhibition, % at 12.5 µM; 290,000 compounds, 0.081% hits;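 further: 0% = vehicle reaction and 100% = reaction without DNA for no activity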
Target sequence (Q8N884 whole entry, looked up): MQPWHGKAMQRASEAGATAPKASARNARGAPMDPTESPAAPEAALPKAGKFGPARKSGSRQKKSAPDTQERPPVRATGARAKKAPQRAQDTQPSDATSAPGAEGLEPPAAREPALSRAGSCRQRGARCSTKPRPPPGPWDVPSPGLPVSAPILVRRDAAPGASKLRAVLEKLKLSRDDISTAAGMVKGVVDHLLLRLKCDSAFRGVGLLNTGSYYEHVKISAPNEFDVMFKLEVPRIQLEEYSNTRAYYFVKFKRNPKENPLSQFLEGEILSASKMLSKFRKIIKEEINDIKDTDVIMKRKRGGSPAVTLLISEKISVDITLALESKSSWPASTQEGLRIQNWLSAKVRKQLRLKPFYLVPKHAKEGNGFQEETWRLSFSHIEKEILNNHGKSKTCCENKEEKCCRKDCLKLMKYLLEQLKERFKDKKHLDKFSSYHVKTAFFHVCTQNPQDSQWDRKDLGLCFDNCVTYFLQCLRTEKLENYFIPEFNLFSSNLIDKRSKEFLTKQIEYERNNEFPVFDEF
NPYLR7 ag = agonists of mosquito NPYLR7 receptor, primary screen, cell-based, Aedes aegypti, calcium fluorescence, mosquito biting behavior; HEK293T NPYLR7/Galpha15, GCaMP6s calcium fluorescence; activation, % at 10 µM; 270,000 compounds, 0.15% hits; in the data active means activation above about 40%;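 further: 0% = vehicle and 100% = reference agonist at the receptor; some compounds past the cut are filed as inactive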
mcGAS lum = cyclic GMP-AMP synthase inhibitors, mouse, primary biochemical chemiluminescence; AID 1259399, 2018; 160,000 compounds, 0.15% hits; Q8C6L5; inhibition, % at 12.5 µM; recombinant cGAS, Kinase-Glo ATP depletion luminescence;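 further: 0% = negative control wells and 100% = reference inhibitor with no enzyme activity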
* hit, by the source's call; x = not tested or not shown; & = joins results of further samples. Unless noted, no stated cut-off is given here; in the data, active means inhibition above about 40%; inactive means the rest.

SMILES	hcGAS lum	NPYLR7 ag	mcGAS lum
CC(C)OC(=O)C(C(=O)OC(C)C)=C1SC=CS1	-9	-2	-9
CC(C)C[C@@H](N)C(=O)N(Cc1nccn1C)C1CC1	-6	8	x
Cc1cc(C(=O)CSC2CCCC2)c(C)n1-c1ccc2c(c1)OCO2	-4	8	x
CC1(C(=O)NCc2ccccc2Br)CCN1C(=O)Cc1cc(F)ccc1F (stereo not drawn)	-11	9	-5
Cc1cnc(NC(=O)C2(C)CCCN(C)C2)s1 (stereo not drawn)	-20	-1	x
Cc1c(C(=O)NC2CC2)sc(=O)n1Cc1ccccc1F	-3	10	x
O=C(NCCc1ccc(Cl)cc1Cl)c1cc(-c2ccc([N+](=O)[O-])cc2)nn1-c1ccccc1Cl	4	8	-2
N#CC(C#N)=Cc1cn(-c2ccccc2)nc1-c1cc2ccccc2o1	0	-9	x
CCS(=O)(=O)c1ccccc1C(=O)OCC(=O)NC1CCOc2ccccc21 (stereo not drawn)	0	-3	x
O=C(c1csc(-c2cccs2)n1)N1CC(=O)N2C3CCC(O)(CC3)C2C1 (stereo not drawn)	-3	24	-7
O=C(CCCn1ncn2c(cc3occc32)c1=O)NC1CCCCCC1	-4	2	-4
COCC1(C)NC(=O)N(Cc2nc(Cc3ccccc3C)no2)C1=O (stereo not drawn)	-8	0	x
CCN(CC)c1c(C)nc2ccc(C(=O)N(C)Cc3ccccc3)cn12	-2	-4	-1
c1ccc(-c2cn3ccccc3n2)cc1	-18	15	x
CC(C)Nc1cc(-c2cc(Cl)c3c(c2)CC(CN)O3)ncn1 (stereo not drawn)	-4	9	-14
O=C1C2C3CCC(C3)C2N1CN1CCC(CN2CCOCC2)CC1 (stereo not drawn)	-12	-5	x
Cc1ccc(C)c(S(=O)(=O)N2CCN(CN3C(=O)CC4(CCCC4)C3=O)CC2)c1	-8	4	-10
Cc1ccn2c(=O)cc(COC(=O)C34CCC(=O)N3c3ccccc3S4)nc2c1 (stereo not drawn)	0	0	x
C[C@H]1[C@H](C)C[C@@H](C(=O)O)C2CC[C@]3(C)C(=CC[C@@H]4[C@@]5(C)CC[C@H](O)C(C)(C)[C@@H]5CC[C@]43C)[C@@H]21 (stereo partly drawn)	-6	-2	-9
CCN1/C(=C\C(=C2\C(=O)N(C)C(=S)N2C)c2ccccc2)Sc2ccccc21	-2	-2	x
CN1CC=C2C(C#N)C(=N)C(C#N)(C#N)C(c3ccc(F)cc3)C2C1 (stereo not drawn)	-4	47	0
COC(=O)c1cccc(NC(=O)N2CCc3cc(OC)c(OC)cc3C2c2ccccc2Cl)c1 (stereo not drawn)	-6	-3	-8
O=C1Nc2ccc([N+](=O)[O-])cc2C1(O)N1CCCCC1 (stereo not drawn)	2	5	x
Cc1c(C(=O)NCc2cccc([N+](=O)[O-])c2)sc(=O)n1Cc1ccc(C(C)C)cc1	-7	13	x
CN(Cc1cc2n(n1)CCCNC2)Cc1noc(-c2ccccc2)n1	0	8	-21
Carrying on:
SMILES	hcGAS lum	NPYLR7 ag	mcGAS lum
CC(=O)NC1C(Oc2ccc([N+](=O)[O-])cc2)OC(CO)C(O)C1O (stereo not drawn)	2	1	x
O=C(c1cn(C(c2ccccc2)c2ccccc2)nn1)N1C[C@@H]2CCC[C@H]1C2	-8	1	-10
Cc1noc(-c2ccc(OC(F)(F)F)cc2)c1C(=O)NCc1cccc(Cl)c1	-4	5	-4
CCOc1ncccc1CN1CCCC(C(=O)NCCc2cccc(OC)c2)C1 (stereo not drawn)	-5	-13	x
COC(=O)CN(Cc1ccccc1)Cc1ccccc1C#N	-7	5	x
CS(=O)(=O)c1nc(S(=O)(=O)c2ccc(Cl)cc2)c(N2CCOCC2)s1	-8	4	-4
Cc1cc(C)c2c(n1)nn1c(Nc3ccc(C)c(Cl)c3)cc(C)nc21	-3	-2	-7
Cc1ccccc1NC(=O)NCCOc1cc(N2CCCC2)ncn1	-2	0	x
Cc1ccsc1C(=O)N1CCC1(C)C(=O)Nc1c(C)cccc1OC(F)F (stereo not drawn)	-10	4	x
O=C(Nc1ccccc1N1CCCC1=O)c1ccc(F)cc1F	-7	-5	x
Cc1ccccc1-c1ncc(CN2CCCC(N(C)Cc3ccccc3)C2)cn1 (stereo not drawn)	-10	13	-10
COC(=O)NCC(=O)Nc1ccccc1-c1cc(F)c(F)c(F)c1	-11	4	-17
CC(=O)c1ccc(NC(=O)C(C)N2CCCC(N(C)Cc3ccccc3)CC2)cc1 (stereo not drawn)	-14	7	x
Cc1noc(C)c1CC(=O)NC1CC(=O)N(Cc2cccc3ccccc23)C1 (stereo not drawn)	-9	17	-12
Cc1noc(C)c1S(=O)(=O)NCCn1nc(-c2ccccc2)n(C)c1=O	-4	5	x
CCc1nc2c(OCc3ccc(F)cc3)cccn2c1N(C)C(=O)CC(C)C	0	-1	-2
COc1cc(-n2c(CO)nc3ccccc32)ccc1NC(C)=O	-4	0	-11
Cc1ccc(N2C(=O)CC(Sc3nc(C)cc(C(F)(F)F)c3C#N)C2=O)cc1 (stereo not drawn)	-6	-1	-5
CCN(CC(=O)c1ccco1)C1CCCCC1	-3	-3	x
Cc1nnc(-c2cc3ccccc3n2CC(=O)Nc2ccc(C(N)=O)cc2)o1	2	-7	-2
COc1cccc(-n2cc(CN(C)Cc3ccc(O)c(Cl)c3)cn2)c1	-5	4	x
CC(C(=O)N1CCCC1)N1CCN(CC(=O)Nc2ccccc2C(F)(F)F)CC1 (stereo not drawn)	-3	4	x
O=C(Nc1sc2c(c1-c1nc3ccccc3[nH]1)CCCC2)C1CCCO1 (stereo not drawn)	-4	3	x
CC=Cc1ccc(OCCN2C(=O)NC(c3ccccc3)(c3ccccc3)C2=O)c(OC)c1	2	-6	x
CN1CCN(n2c3c(c(SCC(=O)Nc4ccc([N+](=O)[O-])cc4)nc2=O)CCCC3)CC1	-4	-4	-6

For convenience, some entries already given.
SMILES	hcGAS lum	NPYLR7 ag	mcGAS lum
CC(=O)NC1C(Oc2ccc([N+](=O)[O-])cc2)OC(CO)C(O)C1O (stereo not drawn)	2	1	x
O=C(c1cn(C(c2ccccc2)c2ccccc2)nn1)N1C[C@@H]2CCC[C@H]1C2	-8	1	-10
Cc1noc(-c2ccc(OC(F)(F)F)cc2)c1C(=O)NCc1cccc(Cl)c1	-4	5	-4
CCOc1ncccc1CN1CCCC(C(=O)NCCc2cccc(OC)c2)C1 (stereo not drawn)	-5	-13	x
COC(=O)CN(Cc1ccccc1)Cc1ccccc1C#N	-7	5	x

(cont.)
SMILES	hcGAS lum	NPYLR7 ag	mcGAS lum
O=C(NCCc1ccccc1)N1CCN(C(c2ccccc2)c2ccc(F)cc2)CC1 (stereo not drawn)	-6	15	-5
COCCCNC(=O)c1nn(-c2ccc(C)cc2)c(=O)n(Cc2ccccc2)c1=O	-5	10	-5
Cn1c(=O)c2c(nc(SCCCc3ccccc3)n2Cc2ccccc2)n(C)c1=O	1	5	x
CO[C@H]1CN(CCc2ccccc2)[C@H]2Cc3c(oc4ccccc34)[C@@H]1C2	-2	21	-10
O=C(C1CCCC1)N1CCCC(OCc2ccccc2Cl)C1 (stereo not drawn)	2	-9	-1
Cc1ccc2c(Nc3ccc(S(N)(=O)=O)cc3)c(C(=O)OC(C)C)cnc2n1	-3	18	-6
Cn1c(=NNC(=O)c2cccc3ccccc23)sc2ccccc21	-2	-6	-2
CCC(=NNc1ccnc2cc(Cl)ccc12)c1ccc(OC)c(OC)c1	-15	15	-5
O=C(CC(c1ccccc1)c1cn(Cc2ccccc2)c2ccc([N+](=O)[O-])cc12)N1CCN(Cc2ccccc2)CC1 (stereo not drawn)	4	-1	0
COCCCN(CC(=O)N(CCc1c[nH]c2ccccc12)Cc1ccc(Cl)cc1)C(=O)c1ccco1	-4	1	-4
COc1ccc2nc(CNC3CCC(=O)N(Cc4ccccc4)CC3)[nH]c2c1 (stereo not drawn)	-9	-1	x
COc1ccc(CCNC(=O)c2cc3ccsc3n2Cc2ccccc2C)cc1OC	-5	-1	-4
CSCC(C)C(=O)NCC1(C(=O)N(C)C)CCCC1 (stereo not drawn)	-6	4	x
CCCC(O)(CCC)c1ccc(CN(Cc2ccc3c(c2)OCO3)Cc2ccco2)o1	2	16	-3
Cc1nc(N2CCOCC2)ncc1-c1cc(=O)[nH]c(N2CCC(Cc3ccccc3)CC2)n1	-7	0	-7
CCOC(=O)c1nc2cc(C)c(C)cc2nc1N1CCN(C(=O)CCCC(=O)OC)CC1	-2	23	x
CCCNC(=O)N(CCCOC)CC(=O)N1CCc2sccc2C1COc1ccc(Cl)c(C)c1 (stereo not drawn)	0	23	1
CC(=O)Nc1ccc(SCC(=O)NC2CCCC2)nn1	-3	-2	x
COc1cccc(-n2c(=O)[nH]c3c(C(N)=O)nc(-c4ccc(O)cc4)nc32)c1	-7	12	x
CN(Cc1ccccc1)c1ncccc1CNC1CCSCC1	-7	17	x
COc1ccc(S(N)(=O)=O)cc1OC	-4	8	-4
CN1CCN(c2ccccc2NC(=O)CSCc2ccc(Cl)s2)CC1	-8	12	x
CC(C)c1ncc(-c2cc(NCc3ccccn3)nc3[nH]ccc23)[nH]1	-10	-1	-13
Cc1nc(N)ccc1I	-10	17	x
COc1ccc2c(c1)C1(CC(=O)N(CC(=O)N(C)C)C1=O)C(=O)N2Cc1nc(-c2ccc(Cl)cc2)no1 (stereo not drawn)	-1	-12	-4

Some values from above:
For NPYLR7 ag, CC(C)c1ncc(-c2cc(NCc3ccccn3)nc3[nH]ccc23)[nH]1 has the entry -1
For hcGAS lum, COc1ccc(S(N)(=O)=O)cc1OC has the entry -4
For mcGAS lum, CCCNC(=O)N(CCCOC)CC(=O)N1CCc2sccc2C1COc1ccc(Cl)c(C)c1 (stereo not drawn) has the entry 1
For NPYLR7 ag, Cc1ccc2c(Nc3ccc(S(N)(=O)=O)cc3)c(C(=O)OC(C)C)cnc2n1 has the entry 18

In the list so far, six contain a nitro group on carbon:
SMILES	hcGAS lum	NPYLR7 ag	mcGAS lum
O=C(NCCc1ccc(Cl)cc1Cl)c1cc(-c2ccc([N+](=O)[O-])cc2)nn1-c1ccccc1Cl	4	8	-2
O=C1Nc2ccc([N+](=O)[O-])cc2C1(O)N1CCCCC1 (stereo not drawn)	2	5	x
Cc1c(C(=O)NCc2cccc([N+](=O)[O-])c2)sc(=O)n1Cc1ccc(C(C)C)cc1	-7	13	x
CC(=O)NC1C(Oc2ccc([N+](=O)[O-])cc2)OC(CO)C(O)C1O (stereo not drawn)	2	1	x
CN1CCN(n2c3c(c(SCC(=O)Nc4ccc([N+](=O)[O-])cc4)nc2=O)CCCC3)CC1	-4	-4	-6
O=C(CC(c1ccccc1)c1cn(Cc2ccccc2)c2ccc([N+](=O)[O-])cc12)N1CCN(Cc2ccccc2)CC1 (stereo not drawn)	4	-1	0

The list goes on:
SMILES	hcGAS lum	NPYLR7 ag	mcGAS lum
CC(C)NC(=O)C1CCCC(NC(=O)C/C=C/c2ccc(F)cc2)C1 (stereo not drawn)	-9	10	-14
Cc1cccc(Nc2ccccc2C(=O)O)c1C	6&-4&1	-8&-3&-5	-4
Cc1nc(C(C)C)sc1C(=O)N1CCC2(CCCO2)CC1	-4	5	-11
CCc1ccccc1NC(=O)NC1CC(=O)N(CC(C)(C)C)C1 (stereo not drawn)	-4	6	x
O=c1nc(N2CCCCCC2)nc(N2CCCCCC2)[nH]1	-10	15	-4
c1ccc(CCN2CCCC(Cn3cnnc3)C2)cc1 (stereo not drawn)	-5	5	x
COc1ccc(S(=O)(=O)NC(=O)C2(C)CCN2C(=O)CC(c2ccccc2)c2ccccc2)cc1 (stereo not drawn)	-7	8	x
CSCCCNC(=O)c1ccc(-c2cc(-c3ccc(Cl)cc3)[nH]n2)cc1	-2	18	-7
Cc1ccsc1C(=O)NCc1ccccc1CN1CCN(C)CC1	-6	6	x
CCOC(=O)c1c(C)c(C(=O)CN(C2CC2)S(=O)(=O)c2cccc3cccnc23)c(C)n1CC	-1	-7	-1
